PTHR1 agonist = activates the human parathyroid hormone receptor PTHR1 | Potency, µM (titrated, usually from 115 µM), for inactives: top-dose activation, most hits filed as activators | Q03431 | HEK293 GP2 PTHR1 cells, GloSensor cAMP luminescence, 1 h | 410,000 compounds, 0.075% hits; also: potency is read from the fitted curve at half-maximal effect; nearly all actives have a fitted effect of over 55% in size; some results filed as inactive show a strong effect at the top dose; inactives centre near -15; many of its hits are not listed in these tables
Target sequence (Q03431 whole entry, looked up): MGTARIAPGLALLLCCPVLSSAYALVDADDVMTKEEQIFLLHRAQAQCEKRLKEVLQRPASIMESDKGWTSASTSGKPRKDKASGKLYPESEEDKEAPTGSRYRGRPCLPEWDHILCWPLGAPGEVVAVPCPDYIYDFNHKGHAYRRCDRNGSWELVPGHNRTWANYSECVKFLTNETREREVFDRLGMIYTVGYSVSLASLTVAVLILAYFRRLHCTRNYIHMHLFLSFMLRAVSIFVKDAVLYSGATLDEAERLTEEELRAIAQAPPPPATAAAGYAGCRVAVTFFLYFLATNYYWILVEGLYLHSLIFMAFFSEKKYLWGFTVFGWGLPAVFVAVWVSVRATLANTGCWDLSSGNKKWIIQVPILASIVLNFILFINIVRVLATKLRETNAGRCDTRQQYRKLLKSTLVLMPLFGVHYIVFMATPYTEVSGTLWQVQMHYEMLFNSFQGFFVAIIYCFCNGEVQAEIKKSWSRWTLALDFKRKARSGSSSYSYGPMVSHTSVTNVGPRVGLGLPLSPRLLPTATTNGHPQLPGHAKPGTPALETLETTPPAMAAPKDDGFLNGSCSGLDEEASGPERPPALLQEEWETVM
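HEK-293-derived GP2 cells expressing PTHR1 and a GloSensor cAMP reporter, 3,000/well, plated overnight, given luciferin plus IBMX (each 0.5 mM as added) for 1 h at 37 °C, then compound for 1 h at 37 °C. Luminescence was read after 15 min at room temperature.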
Abeta rescue = restores growth of yeast expressing A-beta42 peptide; 410,000 compounds, 0.063% hits; Potency, µM (top dose mostly 46.1 µM), without a hit: at the highest dose growth rescue, actives largely listed as activators; AID 1347071; yeast expressing A-beta42, growth rescue, OD600, 48 h; response scale: 0% DMSO, 100% iron-clioquinol control; also: potency is read from the fitted curve at half-maximal effect; nearly all actives have a fitted effect of over 55% in size
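Yeast growth medium received pinned compounds, then yeast cells expressing toxic A-beta were added; plates incubated at 30 C for 48 hr. Growth read as absorbance at 600 nm, normalized to DMSO and equimolar FeCl3 plus clioquinol controls.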
aSyn rescue = alpha-synuclein toxicity inhibition in yeast; AID 652106; Potency, µM (series often up to 46.1 µM), for the others: top-dose growth rescue (activation), usual class: activators; 370,000 compounds, 0.14% hits; Yeast expressing alpha-synuclein, growth rescue, BacTiter-Glo, 24 h; also: potency is read from the fitted curve at half-maximal effect; % of control where 0% means no effect; nearly all actives have a fitted effect of over 65% in size
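Readout is rescue of growth in alpha-synuclein-expressing yeast, so inhibitors of toxicity appear as activators. Growth after 24 hr at 30 deg C in galactose medium is quantified by luminescence.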
pAkt inh = inhibitors of Akt phosphorylation; Neuro2A IGF-stimulated pAkt S473 HTRF, 20 min; hits give low values; activity change, % for hits at 50 µM; 360,000 compounds, 0.32% hits; AID 651550; in the data active = activity change below about -80%; inconclusive = mostly about -51% to -80%; also: % is scaled to controls: 0 for no effect and ±100 for the full control effect
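Single-point screen (50 µM final compound) in Neuro2A cells stimulated 20 min with 6 nM IGF at 37 deg C. After lysis, Ser473-phosphorylated Akt read by HTRF (ex 330 nm, em 615/665 nm) as the 665/615 ratio.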
GLP1R ag = activates the human GLP-1 receptor. P43220. HEK293 GLP-1R CRE-luciferase, luminescence, 4-6 h; cells express a hypersensitive GLP-1R form. Potency, µM (top dose mostly 45.6 µM), for the others: at the highest dose activation, usual class: activators. 380,000 compounds, 0.007% hits. AID 624172; also: potency is read from the fitted curve at half-maximal effect; % of control where 0% means no effect
Target sequence (P43220 whole entry, looked up): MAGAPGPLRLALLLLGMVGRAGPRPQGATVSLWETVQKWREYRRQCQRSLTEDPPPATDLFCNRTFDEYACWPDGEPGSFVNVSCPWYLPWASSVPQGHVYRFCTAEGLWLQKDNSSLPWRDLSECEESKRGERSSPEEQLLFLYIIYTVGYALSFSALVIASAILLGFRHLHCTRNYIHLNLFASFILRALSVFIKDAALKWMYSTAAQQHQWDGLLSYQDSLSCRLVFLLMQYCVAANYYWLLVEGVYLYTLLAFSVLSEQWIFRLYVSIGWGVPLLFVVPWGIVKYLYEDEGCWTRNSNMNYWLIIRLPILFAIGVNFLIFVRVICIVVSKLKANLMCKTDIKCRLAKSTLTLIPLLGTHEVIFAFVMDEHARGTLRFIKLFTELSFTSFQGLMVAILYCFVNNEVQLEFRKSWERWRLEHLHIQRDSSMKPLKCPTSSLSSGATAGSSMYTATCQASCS
FUS yeast rescue = FUS proteinopathy suppression in yeast | S. cerevisiae FUS-expressing, growth rescue, OD600, 24 h | Potency, µM (highest dose often 76.6 µM), for the others: top-dose growth rescue (activation), hits mostly activators | 390,000 compounds, 0.24% hits | AID 1347120;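 also: potency is read from the fitted curve at half-maximal effect; plate controls were DMSO vehicle for no effect and reference control for full effect; nearly all actives have a fitted effect of over 55% in size; some results filed as inactive show a strong effect at the top dose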
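S. cerevisiae expressing FUS from galactose induction served as the toxicity model. Growth after 24hr at 30C, read as absorbance at 600 nm, indicates suppression of toxicity; compounds dosed at several concentrations.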
D3 antag = D3 dopamine receptor (human) antagonism | P35462 | D3R cells, DiscoveRx beta-arrestin luminescence, antagonist mode; hits give low values | max response, negative = inhibition, % | 360,000 compounds, 2.5% hits; in the data active = max response below about -50%; inconclusive = no clear call, values can overlap the other calls; also: % is scaled to controls: 0 for no effect and ±100 for the full control effect; mostly tested at two doses, the higher about 12 µM
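Cells plated overnight at 1500 cells/well, then exposed to library compounds with dopamine controls for 90 minutes at 37 degrees C. DiscoveRx reagent added for 30–60 minutes at room temperature; luminescence read, quantitative HTS format.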
TDP43 rescue = inhibitors of TDP-43 toxicity in yeast | 410,000 compounds, 1.8% hits | TDP-43 expressing yeast growth rescue, BacTiter-Glo, 24 h | Potency, µM (series often up to 46.1 µM), inactives show at the highest dose growth rescue (activation), hits mostly activators; also: potency is read from the fitted curve at half-maximal effect; % of control where 0% means no effect; nearly all actives have a fitted effect of over 50% in size
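Growth rescue of TDP-43-toxic yeast measured as ATP luminescence (BacTiter-Glo). Cells grown to mid-log in raffinose, induced in galactose at OD600=0.02, exposed to compound 24 hr at 30 deg C.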
GLP1R inv ag = inverse agonists of human GLP-1 receptor; HEK293 GLP-1R CRE-luciferase, luminescence, 24 h; GLP-1R form is constitutively active; Potency, µM (series often up to 38.3 µM), without a hit: at the top dose activity change, negative = inhibition, usual class: inhibitors; 410,000 compounds, 1.6% hits; AID 624417; also: potency is read from the fitted curve at half-maximal effect; % is scaled to controls: 0 for no effect and ±100 for the full control effect; nearly all actives have a fitted effect of over 55% in size
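Readout was luciferase luminescence, measured 12 min after detection reagent at room temperature. Beforehand, GLP-1R reporter HEK293 cells had sat 12 h, then received compounds for 24 hr at 37 deg C.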
Active calls of the source: *; i = inactive; ? = inconclusive; · = no result given; & = joins results of further samples; [ ] = remark or other dose. Unless noted, calls follow the shape of the dose curve; as a rule, active = well fitted curve in the direction sought with a large enough effect; inconclusive = small, poorly fitted or top-dose-only effect, or another doubt; inactive = no such curve, though single readings can be large; an effect the other way counts as inactive or inconclusive.

SMILES	PTHR1 agonist	Abeta rescue	aSyn rescue	pAkt inh	GLP1R ag	FUS yeast rescue	D3 antag	TDP43 rescue	GLP1R inv ag
COC(=O)CC1(c2cccc3ccccc23)C(=O)c2ccccc2C1=O	-86%[inhibitor][57.5 µM]	-6%	6%	i	-1%	8%	-26	22µM*	?
Cc1ncsc1CCSc1n[nH]c(=O)n1-c1ccccc1	-10%	0%	2%	i	-1%	15%	18	-12%	14%
CCOC(=O)c1nn(-c2ccccc2C)c2nc(-c3ccc(C)cc3)c(C#N)c(=O)n12	i	-6%	-3%	i	5%	16%	0	-7%	3%
Cc1cccc(OCC(=O)NCCN2CCOCC2)c1	-1%[57.5 µM]	7%	4%	·	-14%	11%	6	-7%	5%
CC(C)c1ccc(-n2nc3ccc(N)cc3n2)cc1	-34%[inhibitor]	-13%	0%	i	-1%	34%	6	2%[9.22 µM]	7%
Cc1ccccc1NC(=O)c1ccc(NC(=O)C2CCCO2)cc1 (configuration not stated)	-17%	-3%	-1%	i	0%	16%	-1	-8%	25%
O=C(N/N=C/c1ccco1)c1cc(C2CC2)[nH]n1	i	-5%	-2%	i	0%	-5%	5	-19%	3%
COc1ccc(C2=NOC(Cn3nc(C(=O)NCc4ccccc4OC)cc3-c3ccccc3)C2)cc1 (configuration not stated)	-24%	1%	-1%	i	1%	29%	65	15%	?
O=C(CSc1nc2ccccc2c(=O)n1-c1ccc(F)cc1)NC1CC1	-17%	2%	5%	i	7%	10%	-8	7%	-11%
CC(=O)NC1(C(F)(F)F)N=C(c2ccccc2)NC1=O (configuration not stated)	-21%	-18%	0%	i	2%	-23%	-9	-14%	20%
COc1cc2c(cc1OC)C(c1ccc(-c3ccccc3Cl)o1)=NCC2	i	-5%	-7%	i	-31%[inhibitor]	?	37	-9%	?
CC(=O)CSc1nnc2c3ccccc3nc(C(C)(C)C)n12	-18%	12%	2%	i	12%	0%	10	14µM*	9%
CS(=O)(=O)c1sc(C#N)c2c1C(=O)CC(c1ccccc1)C2 (configuration not stated)	-95%[inhibitor]	-71%[inhibitor]	15%	i	-10%	16%	-132*	?	?
CCn1c(=S)[nH]c2cc(S(=O)(=O)N3CCCCC3)ccc21	i	-4%	-19%	i	22%	17%	-10	-22%	26%
O=c1[nH]c2ccccc2cc1CN(c1ccccc1)S(=O)(=O)c1ccccc1	-21%	15%	-2%	i	6%	-24%	11	-8%	12%
COc1ccc(C2(c3ccc(OC)cc3)NC(=O)N(CC(=O)Nc3ccc(N4CCOCC4)cc3)C2=O)cc1	i	24%	2%	i	-2%	?	5	-23%	38%[activator]
CCN(CC)C(=O)Oc1ccccc1NC(C)=O	-11%[57.5 µM]	-2%	-3%	i	-9%	2%	4	20%	4%
O=C(CCS(=O)(=O)CCN1CCOCC1)NCNC(=O)CCS(=O)(=O)CCN1CCOCC1	i	-6%	4%	i	3%	1%	16	-4%	7%
Cc1cc(NC(=O)COC(=O)Cn2[nH]c(=O)c3ccccc3c2=O)c([N+](=O)[O-])cc1C	13%	-5%	4%	i	17%	·	-8	0%	4%
Cc1ccccc1-c1n[nH]c(=S)n1C	i	-8%	-1%	i	0%	-10%	-3	0%	23%
O=C(/C=C/c1ccccc1)CC(=O)c1ccccc1	-20%	-6%	0%	i	-12%	6%	16	6%	?
Cc1ccccc1NC(=O)NC1CCS(=O)(=O)C1 (configuration not stated)	-16%	-13%	1%	i	3%	-2%	-10	2%	3%
COc1cccc(C2Nc3ccc4ccccc4c3C3=C2C(=O)CCC3)c1O (configuration not stated)	i	-12%	0%	i	0%	7%	-9	8%	0%
COc1ccc2cc(C(=O)O)ccc2c1	-16%[57.5 µM]	-70%[inhibitor]	18%	i	2%	26%	0	?	-6%
COCCCNC(=O)Cn1cnc2c(NCc3ccccc3)ncnc21	i	5%	-1%	i	-2%	-14%	17	17%	6%
Cc1ccc(C)c(NC(=O)CSc2nnc(NC(=O)Nc3ccccc3)s2)c1	-22%	5%	·	·	·	-2%	·	?	17%
Cc1cc(C)n(C(=O)c2ccc(C)o2)n1	i	3%	6%	i	-8%	6%	29	1%	12%
O=C(Nc1cccc2cccnc12)c1cc(F)c(F)cc1Cl	-8%	-4%	-1%	i	5%	-2%	11	?	32%[activator]
CCn1c(CC(=O)Nc2ccc(C)cc2)nnc1SCC(=O)N1CCN(c2ccccc2)CC1	-19%	-2%	0%	i	6%	24%	-18	0%	?
Cc1c(C)n(C)c2ccc(C(=O)NCCc3ccc(Cl)cc3)cc12	-7%	-4%	·	·	·	-3%	·	3%	?
CC(=O)N/C(=C\c1ccc(Cl)cc1)C(=O)O	i	-3%	6%	i	-4%	12%	3	7%	13%
COC(=O)c1cc(C(=O)OCC(=O)NC(=O)c2ccccc2)cc([N+](=O)[O-])c1	i	-12%	0%	i	7%	-4%	-4	-12%	-8%
CCOc1ccccc1C(=O)Nc1ccc(S(=O)(=O)N2CCCCC2c2cccnc2)cc1 (configuration not stated)	i	-13%	·	·	·	?	·	2%	5%
CC(/C=C\c1cccnc1)=C/C(=O)O	-1%	22%&12%	1%&-1%	i	8%&-10%	9%&-14%	21&0	7%&2%	-16%&-1%
CCCNC(=O)C1(C)CCN(Cc2cccc(OC(=O)c3ccccc3)c2)C1 (configuration not stated)	14%	-4%	2%	i	6%	-10%	-79*	-13%	0%
CCN(CC(=O)Nc1c(F)cccc1F)C(=O)c1ccc(COc2ccccc2)cc1	-21%	6%	1%	i	3%	18%	1	23%	?
COc1ccc(NC(=O)COC(=O)C23CCC(=O)N2c2ccccc2S3)cc1 (configuration not stated)	-14%	6%	-2%	i	0%	26%	18	?	3%
O=C(Nc1ccccc1C(=O)Nc1ccccc1)c1ccco1	i	5%	0%	i	15%	-5%	3	-10%	8%
Cc1cc(NS(=O)(=O)c2ccc(NC(=O)c3cc(-c4ccccc4Cl)nc4ccccc34)cc2)no1	-27%	-4%	0%	i	-1%	41%	12	-9%	-7%
O=C(Cc1cccs1)NC(Cc1c[nH]c2ccccc12)C(=O)O (configuration not stated)	i	7%	1%	i	0%	9%	2	23%	5%

One compound at a time, from the list above. Order of values: PTHR1 agonist, Abeta rescue, aSyn rescue, pAkt inh, GLP1R ag, FUS yeast rescue, D3 antag, TDP43 rescue, GLP1R inv ag
Shown for O=C(Nc1ccccc1C(=O)Nc1ccccc1)c1ccco1 = i, 5%, 0%, i, 15%, -5%, 3, -10%, 8%
Shown for COCCCNC(=O)Cn1cnc2c(NCc3ccccc3)ncnc21 = i, 5%, -1%, i, -2%, -14%, 17, 17%, 6%

Continued:
SMILES	PTHR1 agonist	Abeta rescue	aSyn rescue	pAkt inh	GLP1R ag	FUS yeast rescue	D3 antag	TDP43 rescue	GLP1R inv ag
CCC(C)NC(=O)COC(=O)c1ccccc1OCC(=O)Nc1ccc(Br)cc1 (configuration not stated)	i	-18%	2%&-3%	i	2%	39%	-8	-7%	-2%
CC(=O)N1CCN(C(=O)CCc2nc3ccccc3c(=O)[nH]2)CC1	-6%[57.5 µM]	3%	0%	i	-4%	22%	14	-1%	2%
COC(=O)Nc1ncc(CN2CCc3ccccc3C2)s1	i	10%	0%	i	2%	8%	-74*	-19%	-3%
COCCNC(=O)c1onc(CSc2ccccc2F)c1C(=O)O	-15%	-3%	-3%	i	-1%	-19%	2	-2%	14%
Cc1cc(-c2ccccc2C(=O)O)on1	-9%[57.5 µM]	-4%	-12%	i	-7%	-13%	-10	-24%	6%
O=C(C[n+]1cccc(Br)c1)c1cccs1	-37%[inhibitor]	-5%	-2%&2%	i	-7%	5%	-19	-12%	22%
Cc1cccc(-n2ncc3c(N4CC(C)CC(C)C4)ncnc32)c1 (configuration not stated)	i	-22%	-11%	i	3%	-3%	0	17%	?
CCOCCOC(=O)CCSc1n[nH]c(=O)[nH]c1=O	i	12%	1%	i	-2%	-15%	14	-9%	3%
CC12CC3CC(C)(C1)CC(C(=O)Nc1nncs1)(C3)C2	-31%[inhibitor]	?	14%	i	-2%	6%	-15	?	?
COc1ccc(OC(=O)c2cc(-c3ccc4c(c3)OCCO4)on2)cc1	-15%	-3%	·	·	·	-11%	·	11%	6%
CNC(=O)C1CCC(=O)N1Cc1ccccc1Cl (configuration not stated)	i	6%	4%	i	-5%	16%	4	-8%	2%
CC(N)c1csc(Nc2ncccn2)n1 (configuration not stated)	i	17%	0%	i	0%	-15%	7	0%	-7%
Cc1ccc(N2C(=O)NC(NC(=O)C3CC3)(C(F)(F)F)C2=O)cc1 (configuration not stated)	-22%	2%	-11%	i	-2%	·	27	17%	-12%
COc1ccc(NC(=O)CN(C)CC(=O)NCC2CCCCC2)cc1	i	-6%	-12%	i	3%	1%	-21	-6%	?
COc1cccc(/C=C/C(=O)NNC(=O)c2ccco2)c1OC	i	2%	0%	i	-4%	15%	-8	10%	-14%
CC1CC(C)CN(S(=O)(=O)c2ccc3c(c2)oc(=O)n3CC(=O)NCCCOC(C)C)C1 (configuration not stated)	i	-14%	1%	i	-6%	-1%	-8	14%	9%
O=c1cc(CSc2nnnn2-c2ccccc2)nc(Nc2ccc(F)cc2)[nH]1	-20%[57.5 µM]	0%	3%	i	-10%	14%	10	-6%	1%
COC(=O)c1cc2ccsc2n1CC(=O)N1CCCc2ccccc21	-5%[57.5 µM]	3%	22%	i	2%	4%	-7	11%	?
CCC(/C=C1\Sc2ccc(OC)cc2N1CCO)=C\c1sc2ccc(OC)cc2[n+]1CCO	i	0%	-62%[inhibitor]	i	3%	?	?	-8%	10µM*
C#CCN(C[C@@H]1[C@@H](OC(=O)NCc2ccc(OC)c(OC)c2)[C@@H](OC(=O)NCc2ccc(OC)c(OC)c2)Cn2c(=O)n(CCCCCC)c(=O)n21)S(=O)(=O)c1ccc(C)cc1	0%	6%	-1%	i	-6%	?	14	14%	4%

Screening results as filed in PubChem BioAssay.

Some of the compounds tested, so the mix of outcomes need not match the whole.
